Mdm2 ligase inh = inhibitors of human Mdm2 E3 ubiquitin ligase. Q00987. cell-based MDM2 ubiquitination luciferase reporter, 2 h; 0 = plate control, 100 = twice control, blank-subtracted. signal enhancement, % at 5 µM. AID 1230. hit rate 0.11% among 210,000;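 active = signal enhancement of 30% or more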;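 also: luminescence tracks abundance of the self-degrading MDM2-luciferase fusion protein; higher signal means inhibition of MDM2 E3 ligase activity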
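Test system: stable mammalian line carrying autodegrading MDM2–luciferase fusion reporter; quantity: 2000 cells in each well; times: 4 h cell settling then 2 h compound exposure, 37 °C; detection: luminescence with SteadyLite reagent, 15 min at room temperature; evaluation: percent signal gain over controls, blank-subtracted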
Wee1 degr inh = inhibitors of human Wee1 degradation; P30291; HeLa Luc-Wee1K328M stability, luciferase luminescence; 100% = proteasome inhibitor MG132 effect; reporter increase, % at 5 µM; hit rate 1.2% among 220,000;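 active = activation above the mean of all tested compounds plus 3 SD, set per screening run, cut at about 8.8% in these data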;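 also: cells exposed to compound for 20 h before luminescence read; 0% = DMSO alone and 100% = MG132 at 30 µM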
Target sequence (P30291 whole entry K328M): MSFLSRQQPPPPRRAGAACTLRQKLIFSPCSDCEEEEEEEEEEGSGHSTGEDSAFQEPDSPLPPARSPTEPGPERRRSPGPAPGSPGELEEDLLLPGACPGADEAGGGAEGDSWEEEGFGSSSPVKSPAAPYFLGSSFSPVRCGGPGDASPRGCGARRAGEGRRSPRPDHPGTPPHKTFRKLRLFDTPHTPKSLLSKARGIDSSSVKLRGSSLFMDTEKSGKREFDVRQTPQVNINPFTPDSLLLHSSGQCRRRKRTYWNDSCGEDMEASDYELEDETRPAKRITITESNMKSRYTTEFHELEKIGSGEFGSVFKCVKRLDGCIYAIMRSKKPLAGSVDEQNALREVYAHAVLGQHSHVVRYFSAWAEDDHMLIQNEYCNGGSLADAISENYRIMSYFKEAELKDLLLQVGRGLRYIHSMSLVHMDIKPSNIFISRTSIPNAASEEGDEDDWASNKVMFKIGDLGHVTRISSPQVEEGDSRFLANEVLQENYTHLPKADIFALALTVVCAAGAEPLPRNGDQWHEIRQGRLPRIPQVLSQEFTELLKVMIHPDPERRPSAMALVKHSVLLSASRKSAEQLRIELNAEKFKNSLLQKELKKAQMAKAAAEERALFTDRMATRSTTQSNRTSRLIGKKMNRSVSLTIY
eIF4E 4G PPI = eIF4E/eIF4G interaction inhibition in translation initiation | TR-FRET eIF4E-eIF4GI(517-606) binding, 2 h | hit rate 0.37% among 220,000 | AID 782 | inhibition, % at 21.7 µM | P63073+Q04637;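 active = inhibition above about 30%, limit read from the data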;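 also: 0% = full FRET control wells and 100% = background wells lacking eIF4GI fragment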
FXIIa inh 1536 = factor XIIa (human) inhibition | P00748 | purified FXIIa, Boc-QGR-AMC fluorogenic substrate, 2 h | inhibition, % at 5 µM | hit rate 0.3% among 220,000; in the data active = inhibition above about 40%;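 also: 0% = enzyme with no compound and 100% = blank without enzyme; many of its hits are not listed in these tables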
Rad51 HR inh = Rad51 (human) homologous recombination inhibition; inhibition, % at 10 µM; Q06609; hRad51 DNA strand exchange, fluorescence dequenching; AID 1385; hit rate 0.085% among 200,000;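 active = inhibition above 40% at the single screening dose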;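 also: 0% = DMSO control wells and 100% = blanks with heterologous ssDNA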
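material = hRad51 filaments on single-stranded DNA | timing = filaments 15 min 37 °C, then compound 30 min | signal = FRET fluorescence dequenching, excitation 485 nm, emission 520 nm | benchmarks = control wells and blank wells on each plate | evaluation = percent inhibition relative to plate controls and blanks | compound = 10 µM final, single point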
KLK5 inh = blocks human kallikrein 5 protease activity | Q9Y337 | recombinant hK5, fluorogenic AMC substrate cleavage | inhibition, % at 5 µM | hit rate 0.59% among 210,000;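 active = inhibition of 40% or more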;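 also: 0% = enzyme controls without compound and 100% = no-enzyme blanks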
Target sequence (Q9Y337 67-293 limits assumed): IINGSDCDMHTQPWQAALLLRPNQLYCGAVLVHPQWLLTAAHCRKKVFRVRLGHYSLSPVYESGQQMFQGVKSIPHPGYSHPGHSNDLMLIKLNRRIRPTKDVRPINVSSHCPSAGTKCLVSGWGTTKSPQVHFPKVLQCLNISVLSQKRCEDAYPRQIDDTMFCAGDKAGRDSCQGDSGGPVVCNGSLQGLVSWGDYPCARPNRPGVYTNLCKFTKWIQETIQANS
p97 ATPase inh = human p97 ATPase inhibition; P55072; recombinant p97 ATPase, Kinase-Glo ATP luminescence, 3 h; inhibition, % at 8 µM; hit rate 0.42% among 220,000; AID 1481; in the data active = inhibition above about 15%;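 also: 0% = DMSO vehicle and 100% = wells lacking enzyme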
14-3-3 Bad PPI = disrupts binding of bovine 14-3-3 zeta to phospho-Bad peptide; AID 781; TR-FRET 14-3-3zeta/Dy647-pBad peptide displacement, 1 h; inhibition, % at 21.7 µM; P63103; hit rate 0.71% among 220,000;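 active = inhibition above about 70%, limit read from the data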;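 also: 0% = full 14-3-3 plus peptide FRET controls and 100% = background without 14-3-3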
FXIa inh 1536 = inhibitors of human coagulation factor XIa | inhibition, % at 5 µM | hit rate 0.14% among 220,000 | P03951 | purified FXIa, Boc-Glu-Ala-Arg-AMC fluorogenic substrate;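 active = inhibition of at least 40%; inactive = inhibition below 40%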;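 also: fluorescence of freed AMC excited at 355 nm; 0% = enzyme without compound and 100% = no enzyme blank; many of its hits are not listed in these tables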
Numbers without * were called inactive; . = no result given; [ ] = dose if it differs, or a comment.

SMILES | Mdm2 ligase inh | Wee1 degr inh | eIF4E 4G PPI | FXIIa inh 1536 | Rad51 HR inh | KLK5 inh | p97 ATPase inh | 14-3-3 Bad PPI | FXIa inh 1536
Cc1cc(C)c(C)c(OCCCOc2cccc3cccnc23)c1 | . | 4 | 0 | 11 | . | -14 | -6 | -12[fluorescence artefact?] | 4
COc1ccc(CCC(C(O)C(F)(F)F)S(=O)c2ccccc2)cc1 (configuration not stated) | -7 | -1 | 8 | 8 | -2 | -8 | 0 | -5 | 4
CC1(C)CC(NC(=O)c2ccccn2)CC(C)(C)N1O | -20 | 0 | -2 | 2 | 4 | -4 | -8 | 25 | -6
N#Cc1c(-c2ccccc2)nc(SCC(=O)N(c2ccccc2)c2ccccc2)[nH]c1=O | -9 | -1 | 2 | 1 | -7 | 1 | -5 | 8[fluorescence artefact?] | 2
CCN(CC(=O)NCc1ccc(F)cc1)C(=O)C1CCN(C(=O)Nc2ccccc2)CC1 | -11 | 5 | 1 | 2 | 1 | 4 | 3 | 0 | 2
O=C(Nc1ccc(F)cc1)Nc1nnc(-c2ccncc2)s1 | -21 | 1 | -27 | 9 | -7 | -7 | -2 | 36 | 1
CCOC(=O)N1CCC(N2Cc3cccc(C(=O)NCc4ccccn4)c3C2=O)CC1 | -6 | -1 | 4 | 12 | 10 | -11 | -1 | 12 | 2
CCn1nc(-c2ccccc2)c2nc3ccccc3nc21 | -19 | 1 | -3 | 9 | -82 | -6 | 2 | -1 | 3
O=S(=O)(c1ccc(NC(=S)N/N=C/c2ccc(Oc3ccccc3)cc2)cc1)N1CCOCC1 | -9 | 0 | 2 | -3 | -4 | -17 | -3 | -6 | -2
O=C(OCC(=O)c1c[nH]c2ccccc12)c1cc(Br)ccc1O | 9 | -2 | -1 | 3 | 10 | -12 | 3 | 37 | -5
Cc1ccc(C(=O)/C=C\C(=O)c2ccc(C)cc2)cc1 | 0 | -1 | 2 | 5 | -2 | -7 | 5 | 5[fluorescence artefact?] | 8
CC1CCCC/C1=N\NS(=O)(=O)c1ccc(Br)cc1 (configuration not stated) | -25 | 4 | 8 | 6 | 6 | -5 | 0 | 0 | -1
COc1ccc(C(=O)N/N=C/c2ccc(OC(=O)c3cccs3)cc2)cc1 | -7 | -3 | 1 | 15 | 7 | 3 | 6 | 3 | 10
CC(CCc1ccccc1)NC(=O)c1cc2sccc2n1C (configuration not stated) | 1 | -4 | 4 | 14 | -8 | 1 | 3 | -3 | 0
CCOCCCNC(=O)c1ccc(Cn2c(=O)[nH]c3ccsc3c2=O)cc1 | -15 | -2 | 3 | 5 | 4 | -12 | 6 | -17 | 5
Cc1ccccc1NC(=O)OCCN1CCN(Cc2ccccc2)CCC1=O | . | -2 | 1 | 10 | -3 | -7 | 2 | 2[fluorescence artefact?] | 3
COCCNC(=O)CN(C(=O)CCC(=O)Nc1ccccn1)c1ccccc1F | -1 | 1 | 2 | 5 | 5 | 0 | 7 | -8 | 11
O=C(Nc1nc(-c2ccc(S(=O)(=O)N3CCCC3)cc2)cs1)c1cccs1 | -14 | -3 | -56[fluorescence artefact?] | 17 | 7 | 3 | -3 | -31[fluorescence artefact?] | 8
COc1cccc(/C=C/C2=CC(C)(C)NC(=S)N2)c1 | 6 | -3 | -2 | 10 | -3 | 5 | 4 | -8 | 1
COc1ccc(-n2nnnc2-c2cccnc2)cc1 | . | -2 | -1 | 6 | 8 | -2 | -1 | 3[fluorescence artefact?] | -1
COC(=O)C1C(O)=C(C=NCC(C)N=CC2=C(O)C(C(=O)OC)C(C)(C)CC2=O)C(=O)CC1(C)C (configuration not stated) | -12 | -1 | 6 | 6 | -6 | -1 | 3 | 21 | -4
N#CC(c1ccc(Cl)cc1)(c1ncc(C(F)(F)F)cc1Cl)N1CCOCC1 (configuration not stated) | -21 | -2 | 7 | 13 | . | -11 | -5 | 10 | 4
COC(=O)C1=CN(C)C=C(C(=O)OC)C1c1ccsc1 | -8 | 0 | -4 | -10 | -5 | -10 | -4 | -1 | -11
Cc1ccc(C(=O)NC(=S)Nc2ccccc2C(F)(F)F)cc1 | 7 | -2 | -1 | 18 | -3 | 2 | 2 | -10[fluorescence artefact?] | 4
O=C(c1ccc(Cl)cc1)N1CCN(c2ccnc3cc(Cl)ccc23)CC1 | -11 | -3 | 0 | 6 | 19 | 1 | 2 | -4 | -1

A second format for some results above.
Mdm2 ligase inh | Wee1 degr inh | eIF4E 4G PPI | FXIIa inh 1536 | Rad51 HR inh | KLK5 inh | p97 ATPase inh | 14-3-3 Bad PPI | FXIa inh 1536 | SMILES
0 | -1 | 2 | 5 | -2 | -7 | 5 | 5[fluorescence artefact?] | 8 | Cc1ccc(C(=O)/C=C\C(=O)c2ccc(C)cc2)cc1
-25 | 4 | 8 | 6 | 6 | -5 | 0 | 0 | -1 | CC1CCCC/C1=N\NS(=O)(=O)c1ccc(Br)cc1 (configuration not stated)
-7 | -3 | 1 | 15 | 7 | 3 | 6 | 3 | 10 | COc1ccc(C(=O)N/N=C/c2ccc(OC(=O)c3cccs3)cc2)cc1
1 | -4 | 4 | 14 | -8 | 1 | 3 | -3 | 0 | CC(CCc1ccccc1)NC(=O)c1cc2sccc2n1C (configuration not stated)
-15 | -2 | 3 | 5 | 4 | -12 | 6 | -17 | 5 | CCOCCCNC(=O)c1ccc(Cn2c(=O)[nH]c3ccsc3c2=O)cc1
. | -2 | 1 | 10 | -3 | -7 | 2 | 2[fluorescence artefact?] | 3 | Cc1ccccc1NC(=O)OCCN1CCN(Cc2ccccc2)CCC1=O
-1 | 1 | 2 | 5 | 5 | 0 | 7 | -8 | 11 | COCCNC(=O)CN(C(=O)CCC(=O)Nc1ccccn1)c1ccccc1F
-14 | -3 | -56[fluorescence artefact?] | 17 | 7 | 3 | -3 | -31[fluorescence artefact?] | 8 | O=C(Nc1nc(-c2ccc(S(=O)(=O)N3CCCC3)cc2)cs1)c1cccs1
6 | -3 | -2 | 10 | -3 | 5 | 4 | -8 | 1 | COc1cccc(/C=C/C2=CC(C)(C)NC(=S)N2)c1
. | -2 | -1 | 6 | 8 | -2 | -1 | 3[fluorescence artefact?] | -1 | COc1ccc(-n2nnnc2-c2cccnc2)cc1

The list continues:
SMILES | Mdm2 ligase inh | Wee1 degr inh | eIF4E 4G PPI | FXIIa inh 1536 | Rad51 HR inh | KLK5 inh | p97 ATPase inh | 14-3-3 Bad PPI | FXIa inh 1536
ClC(Br)=C(n1cnc2ccccc21)n1cnc2ccccc21 | -13 | 0 | 16 | 10 | . | -9 | 4 | -1 | -1
O=C(NCc1ccccc1)c1onc(CSc2ccc(Cl)cc2)c1C(=O)NCc1ccccc1 | 17 | . | -2 | 7 | -3 | 3 | . | -6 | -2
O=C(CSc1nnc(NC(=O)C2CCC2)s1)NC1CC1 | -14 | 1 | 5[fluorescence artefact?] | 5 | 1 | -28 | -2 | 4[fluorescence artefact?] | -3
CN1/C(=N\O)c2cccc3cccc1c23 | -12 | -1 | 30[fluorescence artefact?] | 6 | -1 | -33 | 2 | 9[fluorescence artefact?] | -6
O=C(NCCN1CCOCC1)c1sc2ccccc2c1Cl | -7 | -5 | 2 | 6 | -3 | 5 | 1 | -14 | -1
COc1ccc(-c2nnc(Nc3nc4c(OC)cccc4s3)o2)c(OC)c1 | -3 | -1 | . | -6 | -2 | -321 | 4 | . | -10
CCn1c(SCC(=O)NCc2ccccc2)nc2nc3c(cc2c1=O)CCCC3 | -15 | 0 | -2 | -2 | -1 | -17 | 0 | 6 | -3
COc1ccc(CN2C(=O)CS/C2=N/N=C/c2cccs2)cc1 | -11 | -1 | -5 | 8 | -4 | 2 | 2 | -3 | 2
CCNC(=S)Nc1cc(OCC)c(NC(=O)c2cccs2)cc1OCC | 1 | -1 | 6 | 4 | . | -4 | -3 | -1[fluorescence artefact?] | 3
COc1ccc(CNC(=O)COC(=O)/C=C/c2ccco2)cc1 | -6 | -3 | 7 | 3 | -4 | -5 | 5 | -4 | -7
CC1CN(C(=O)c2cc3ccccc3oc2=O)CC(C)O1 (configuration not stated) | 3 | -2 | 2 | 13 | 8 | 1 | 3 | -2[fluorescence artefact?] | 13
Cc1ccc(SCc2c(C(=O)N/N=C/C3CC=CCC3)nnn2-c2nonc2N)cc1 (configuration not stated) | 5 | 1 | -4 | 9 | . | 3 | 7 | -3 | 4
Cc1nc(NC(=O)COc2ccccc2)sc1C(=O)Nc1ccccc1 | -5 | 1 | -2 | 4 | 8 | -1 | 1 | 1[fluorescence artefact?] | -2
CC(=O)c1c(C)[nH]c(-c2ccccc2)c1C | -6 | 0 | 8 | 0 | -6 | -15 | 1 | -14[fluorescence artefact?] | -4
Cc1ccc(N2CC(C(=O)NCc3cccnc3)CC2=O)cc1 (configuration not stated) | -20 | 3 | -4 | 7 | 0 | -4 | 6 | 6 | -2
Nc1nnc(CC(=O)N/N=C\c2ccc(-c3cccc(Cl)c3)o2)s1 | . | 2 | -1 | 3 | 3 | 4 | 6 | -2 | -1
COc1ccc(CNC(=O)C2CCCN2S(=O)(=O)c2ccc(C)cc2)cc1 (configuration not stated) | 11 | 0 | 5 | 16 | -13 | 3 | 1 | 10 | 8
C/C(=N\N=C(/N)SC1CC(=O)N(c2ccc(Cl)cc2)C1=O)c1cccs1 (configuration not stated) | -4 | -4 | 0[fluorescence artefact?] | 12 | 5 | 8 | 4 | 7[fluorescence artefact?] | 6
OCCN1CCN(C(=S)Nc2ccc(Oc3ccccc3)cc2)CC1 | 5 | -3 | 1 | 6 | . | . | -4 | -4 | -1
COc1ccc(CCNS(=O)(=O)c2ccc(C3CNC(=O)C3)cc2)cc1OC (configuration not stated) | -4 | -2 | -5[fluorescence artefact?] | 9 | 4 | -3 | 2 | 7 | 3
COCc1cc(C)nc(SCC[N+](C)(C)CC(=O)c2ccccc2)c1C#N | -10 | -1 | -3 | -2 | 14 | -1 | 0 | -3 | -2
CC(=O)c1c(C)[nH]c(C(=O)Nc2ccc(C)c(C)c2)c1C | -1 | 1 | -5 | 8 | 4 | -15 | -1 | 6 | -6

Screening data from PubChem.
